Screens from PubChem BioAssay.
KCNQ1 block = human KCNQ1 channel inhibition; P51787; CHO-K1 KCNQ1, FluxOR thallium flux fluorescence; active compounds read high; B-score at 10 µM; 310,000 compounds, 1.3% hits;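 active = compounds whose thallium flux B-score, printed positive for inhibition, exceeds three library SD while starting fluorescence stays within three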;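 note: channel opened by potassium depolarization with thallium stimulus after 20 min compound exposure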
hERG rescue = compounds protecting human hERG from proarrhythmic drug block | 310,000 compounds, 0.51% hits | Q12809 | CHO-hERG, FluxOR thallium flux, dofetilide IC70 present | activation (rescue from dofetilide block), less the hit threshold, % at 10 µM;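 active = activation above the mean of controls blocked by dofetilide plus 5 SD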;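 note: thallium influx through hERG after potassium depolarization seen as dye fluorescence rise; in these data hits start at about 4.7%; inactives centre near -7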
RGS4 block = human RGS4 inhibition. P49798. HEK293 M3R/RGS4 inducible, Fluo-4 calcium flux; active compounds read high; triggered by carbachol at its EC20. B-score at 10 µM. 310,000 compounds, 0.45% hits;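 active = B-score, a plate-corrected calcium signal, over three deviations above library mean, with baseline fluorescence within five deviations of library mean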;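 note: RGS4 expression induced by doxycycline in cells with stable M3 receptor; B-score is computed from the integrated fluorescence ratio over baseline after carbachol; higher B-score means a larger calcium signal and so more RGS4 inhibition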
Target sequence (P49798 whole entry, looked up): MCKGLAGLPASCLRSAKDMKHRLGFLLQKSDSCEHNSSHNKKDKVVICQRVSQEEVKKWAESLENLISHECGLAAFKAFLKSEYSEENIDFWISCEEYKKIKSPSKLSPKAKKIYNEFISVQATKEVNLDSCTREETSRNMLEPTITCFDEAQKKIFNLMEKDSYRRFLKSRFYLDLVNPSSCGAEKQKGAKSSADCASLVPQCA
KCNK3 inh = human KCNK3 channel inhibition, primary screen | CHO-KCNK3 thallium flux, FluxOR fluorescence; active compounds read low | B-score at 10 µM | 340,000 compounds, 0.84% hits;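 active = B-score under library mean minus 4 SD, starting fluorescence ratio at most library mean plus 5 SD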;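 note: more negative B-score means stronger inhibition of thallium flux through KCNK3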
Target sequence (O14649 whole entry, looked up): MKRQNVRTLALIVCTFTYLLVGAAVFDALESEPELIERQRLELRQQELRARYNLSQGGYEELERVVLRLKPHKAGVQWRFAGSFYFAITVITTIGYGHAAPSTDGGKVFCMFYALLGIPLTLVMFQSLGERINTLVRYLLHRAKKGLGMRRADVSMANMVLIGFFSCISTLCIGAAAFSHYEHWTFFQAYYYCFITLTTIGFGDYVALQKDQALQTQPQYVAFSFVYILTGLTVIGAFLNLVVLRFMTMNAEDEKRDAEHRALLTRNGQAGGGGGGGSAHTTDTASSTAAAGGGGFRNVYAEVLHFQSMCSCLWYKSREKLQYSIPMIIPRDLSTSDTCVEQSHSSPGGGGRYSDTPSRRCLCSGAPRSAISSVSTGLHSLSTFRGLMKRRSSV
MrgX1 allo act = allosterically activates human MrgX1 receptor signaling; Q96LB2; MrgX1-HEK293, Fluo-4 calcium flux, FDSS; active compounds read high; B-score at 10 µM; 310,000 compounds, 0.63% hits; AID 588675;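 active = plate-corrected calcium response at least 3 library SD above typical, normal starting fluorescence, not activating the receptor alone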;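 note: compound read alongside a low EC10 to EC30 dose of BAM8-22 agonist; peak minus trough fluorescence over baseline measured at the second addition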
Target sequence (Q96LB2 whole entry, looked up): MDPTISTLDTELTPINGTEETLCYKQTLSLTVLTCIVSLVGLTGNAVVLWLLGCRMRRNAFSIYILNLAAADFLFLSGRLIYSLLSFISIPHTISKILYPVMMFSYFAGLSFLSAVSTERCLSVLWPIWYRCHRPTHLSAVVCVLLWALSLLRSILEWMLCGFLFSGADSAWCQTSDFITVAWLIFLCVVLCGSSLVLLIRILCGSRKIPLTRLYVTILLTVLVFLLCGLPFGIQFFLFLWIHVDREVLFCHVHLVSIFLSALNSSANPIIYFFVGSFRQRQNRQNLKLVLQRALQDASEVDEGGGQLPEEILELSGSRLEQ
RGS4 act = potentiators or activators of RGS4; HEK293 M3R/inducible RGS4, carbachol calcium flux Fluo4; active compounds read low; B-score at 10 µM; 310,000 compounds, 0.92% hits; AID 463111;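 active = B-score of the integrated calcium signal more than 4 SD below the library mean, with starting fluorescence not abnormally high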;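 note: negative B-score means reduced calcium response which marks RGS4 activation or potentiation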
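System: HEK293 FlpIn-TREx cells, stable M3R, doxycycline-inducible RGS4. Timing: overnight RGS4 induction, 30 min dye load 37 °C, 20 min compound RT. Also added: carbachol, ECmax concentration. Measured by: Fluo4 fluorescence kinetic imaging of calcium. Evaluation: integrated calcium ratio converted to B score.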
KCNK9 block = human KCNK9 channel inhibition. Q9NPC2. HEK293 KCNK9, FluxOR thallium flux fluorescence; active compounds read low. B-score at 10 µM. 310,000 compounds, 1.2% hits. AID 488922;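 active = ratio B-score over 3 SD below the library mean, with starting fluorescence within 5 SD of its mean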;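 note: negative B-score means less thallium flux so channel inhibition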
TMEM16A inh = blocks the mouse calcium-activated chloride channel TMEM16A; Q8BHY3; HEK293 TMEM16A/YFP iodide influx fluorescence, ionomycin; normalized B-score (activity score, 25-100; higher = stronger inhibition) at 10 µM; 310,000 compounds, 1.2% hits;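 active = ratio plate-corrected score three or more library SD toward inhibition, starting fluorescence score within five deviations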;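 note: score derived from kinetic fluorescence span divided by baseline fluorescence per well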
TMEM16A act = activators or potentiators of mouse TMEM16A chloride channel; Q8BHY3; HEK293 TMEM16A/YFP-H148Q/I152L, iodide quench fluorescence; active compounds read low; B-score at 10 µM; 340,000 compounds, 0.3% hits; AID 623877;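 active = fluorescence-ratio B-score plate-corrected deviation score at least 3 library SD below zero, with starting fluorescence score within 5 deviations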;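 note: channel opened by trigger with iodide after compound preincubation; score built on the fluorescence ratio of max minus min over baseline; more negative score means more quench and so TMEM16A activation or potentiation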
KCNQ1 pot = potentiates or activates the human KCNQ1 potassium channel; P51787; CHO-K1 KCNQ1, thallium flux FluxOR fluorescence; active compounds read high; B-score at 10 µM; 310,000 compounds, 0.35% hits;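 active = fluorescence ratio B-score, a plate-corrected score, at least three library SD, with initial intensity B-score within 5 SD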
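System: Stable KCNQ1 CHO-K1 line | Incubation: 90 min dye loading and 20 min compound exposure, both at room temperature | Measure: Ratio B score | Medium: Assay buffer for compound exposure, DMSO matched across wells | Compound dosing: Single-concentration screen | Probe or stimulus: K+/Tl+ depolarizing stimulus | Measured by: Kinetic FluxOR fluorescence, 10 s baseline plus 110 s post-stimulus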
MrgX1 ag = human MrgX1 receptor agonism, primary screen; Q96LB2; MrgX1-HEK293 cells, Fluo-4 calcium fluorescence, agonist mode; active compounds read high; B-score at 10 µM; 310,000 compounds, 0.44% hits;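 active = calcium response B-score plate-corrected fluorescence ratio at least 3 library SD, with starting fluorescence B-score inside 5 SD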
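Material – MrgX1-expressing HEK293 cells · Input – 15,000 cells seeded per well · Dosing – compound as first of three additions · Times – overnight seeding, then 1 h dark dye loading · Measured by – kinetic Fluo-4 NW fluorescence of intracellular calcium · Read-out – B-scored fluorescence response ratio · Benchmarks – positive and negative control wells on each plate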
Numbers without * were called inactive. No enrichment for hits. About 6.3% of those tested had a hit in this group.

`COc1ccc(CCC(=O)NCCc2nc3ccccc3[nH]2)cc1` gave KCNQ1 block inactive, hERG rescue -11.5, RGS4 block inactive, KCNK3 inh inactive, MrgX1 allo act inactive, RGS4 act inactive, KCNK9 block inactive, TMEM16A inh inactive, TMEM16A act inactive, KCNQ1 pot inactive and MrgX1 ag inactive.
Screening COc1ccc(CCC(=O)N2CCCc3ccccc32)cc1 returned KCNQ1 block inactive, hERG rescue -11.3, RGS4 block inactive, KCNK3 inh inactive, MrgX1 allo act inactive, RGS4 act inactive, KCNK9 block inactive, TMEM16A inh inactive, TMEM16A act inactive, KCNQ1 pot inactive and MrgX1 ag inactive.
`Cc1cccc(NC(=O)CSc2nnc(CNC(=O)c3ccc(S(=O)(=O)N(C)C)cc3)n2-c2cccc(C)c2)c1` gave KCNQ1 block inactive, hERG rescue -2.5, RGS4 block inactive, KCNK3 inh inactive, MrgX1 allo act inactive, RGS4 act inactive, KCNK9 block inactive, TMEM16A inh inactive, TMEM16A act inactive, KCNQ1 pot inactive and MrgX1 ag inactive.
Cc1ccc(S(=O)(=O)NCC(=O)NCc2cc(=O)n(C)c(=O)n2C)cc1 was read as KCNQ1 block inactive, hERG rescue -8.3, RGS4 block inactive, KCNK3 inh inactive, MrgX1 allo act inactive, RGS4 act inactive, KCNK9 block inactive, TMEM16A inh inactive, TMEM16A act inactive, KCNQ1 pot inactive and MrgX1 ag inactive.
Screening Cc1ccc(-c2nonc2NC(=O)c2ccco2)cc1 returned KCNQ1 block inactive, hERG rescue -5.2, RGS4 block inactive, KCNK3 inh inactive, MrgX1 allo act inactive, RGS4 act inactive, KCNK9 block inactive, TMEM16A inh inactive, TMEM16A act inactive, KCNQ1 pot inactive and MrgX1 ag inactive.
Screening CCOC(=O)C1=C(CC)Nc2ccccc2N/C1=N\S(=O)(=O)c1ccc2ccccc2c1 returned KCNQ1 block inactive, hERG rescue -17.4, RGS4 block inactive, KCNK3 inh inactive, MrgX1 allo act inactive, RGS4 act inactive, KCNK9 block inactive, TMEM16A inh inactive, TMEM16A act inactive, KCNQ1 pot inactive and MrgX1 ag inactive.
CC12CCC(C/C1=N/NC(=O)COc1ccccc1Cl)C2(C)C (stereo not drawn) was read as KCNQ1 block inactive, hERG rescue -23.0, RGS4 block inactive, KCNK3 inh inactive, MrgX1 allo act inactive, RGS4 act inactive, KCNK9 block inactive, TMEM16A inh inactive, TMEM16A act inactive, KCNQ1 pot inactive and MrgX1 ag inactive.
Screening CCOc1c(O)ccc(C2NC(=O)N(C)C(C)=C2C(=O)OC)c1[N+](=O)[O-] (stereo not drawn) returned KCNQ1 block inactive, hERG rescue -0.8, RGS4 block inactive, KCNK3 inh inactive, MrgX1 allo act inactive, RGS4 act inactive, KCNK9 block inactive, TMEM16A inh inactive, TMEM16A act inactive, KCNQ1 pot inactive and MrgX1 ag inactive.
CC(C)N(Cc1nc(-c2ccc3c(c2)OCO3)no1)Cc1nccn1C was read as KCNQ1 block inactive, hERG rescue -4.9, RGS4 block inactive, KCNK3 inh inactive, MrgX1 allo act inactive, RGS4 act inactive, KCNK9 block inactive, TMEM16A inh inactive, TMEM16A act inactive, KCNQ1 pot inactive and MrgX1 ag inactive.
Screening Cc1cc(C)n(-c2c(F)c(F)c(CO)c(F)c2F)n1 returned KCNQ1 block inactive, hERG rescue -6.1, RGS4 block inactive, KCNK3 inh inactive, MrgX1 allo act inactive, RGS4 act inactive, KCNK9 block inactive, TMEM16A inh inactive, TMEM16A act inactive, KCNQ1 pot inactive and MrgX1 ag inactive.
For O=C(N/N=C(\c1ccccc1)c1cccnc1)c1cc(O)ccc1O the results were KCNQ1 block inactive, hERG rescue -3.3, RGS4 block inactive, MrgX1 allo act inactive, RGS4 act inactive, KCNK9 block inactive, TMEM16A inh inactive, KCNQ1 pot inactive and MrgX1 ag inactive.
Screening CC(C)N(Cc1nc(-c2ccccc2)no1)C(=O)CSc1ccccc1 returned KCNQ1 block inactive, hERG rescue -6.7, RGS4 block inactive, KCNK3 inh inactive, MrgX1 allo act inactive, RGS4 act inactive, KCNK9 block inactive, TMEM16A inh inactive, TMEM16A act inactive, KCNQ1 pot inactive and MrgX1 ag inactive.
Screening Cc1[nH]c2ccccc2c1C(=O)COC(=O)c1c(-c2c(F)cccc2Cl)noc1C returned KCNQ1 block inactive, hERG rescue -2.8, RGS4 block inactive, KCNK3 inh inactive, MrgX1 allo act inactive, RGS4 act inactive, KCNK9 block inactive, TMEM16A inh inactive, TMEM16A act inactive, KCNQ1 pot inactive and MrgX1 ag inactive.
Screening CCOC(=O)Nc1n[nH]c(NC(=O)OCC)c1[N+](=O)[O-] returned KCNQ1 block inactive, hERG rescue -9.0, RGS4 block inactive, KCNK3 inh inactive, MrgX1 allo act inactive, RGS4 act inactive, KCNK9 block inactive, TMEM16A inh inactive, TMEM16A act inactive, KCNQ1 pot inactive and MrgX1 ag inactive.
COc1ccccc1N1C(=O)C2C(C(=O)c3ccccc3)=NN(c3ccccc3)C2C1=O (stereo not drawn) was read as KCNQ1 block 6*, hERG rescue -0.1, RGS4 block inactive, KCNK3 inh inactive, MrgX1 allo act inactive, RGS4 act inactive, KCNK9 block inactive, TMEM16A inh inactive, TMEM16A act inactive, KCNQ1 pot inactive and MrgX1 ag inactive.
Screening COC(=O)c1cnn(-c2cc(Oc3ccccc3)ncn2)c1N returned KCNQ1 block inactive, hERG rescue -2.2, RGS4 block inactive, KCNK3 inh inactive, MrgX1 allo act inactive, RGS4 act inactive, KCNK9 block inactive, TMEM16A inh inactive, TMEM16A act inactive, KCNQ1 pot inactive and MrgX1 ag inactive.
Cc1ccc(CCNS(=O)(=O)c2c(C)nc3sccn3c2=O)cc1 was read as KCNQ1 block inactive, hERG rescue -5.8, RGS4 block inactive, KCNK3 inh inactive, MrgX1 allo act inactive, RGS4 act inactive, KCNK9 block inactive, TMEM16A inh inactive, TMEM16A act inactive, KCNQ1 pot inactive and MrgX1 ag inactive.
Screening COc1ccc(OCCC(=O)Nc2cc(C)on2)cc1 returned KCNQ1 block inactive, hERG rescue -17.4, RGS4 block inactive, KCNK3 inh inactive, MrgX1 allo act inactive, RGS4 act inactive, KCNK9 block inactive, TMEM16A inh inactive, TMEM16A act inactive, KCNQ1 pot inactive and MrgX1 ag inactive.
For CCCOc1ccc(/C(O)=C2/C(=O)C(=O)N(CCN(C)C)C2c2ccncc2)cc1 (stereo not drawn) the results were KCNK3 inh inactive, MrgX1 allo act inactive, TMEM16A inh inactive, TMEM16A act inactive and MrgX1 ag inactive.
Screening CCC(C(=O)NCc1ccco1)N(C(=O)CNS(=O)(=O)c1ccccc1)c1ccc(F)cc1 (stereo not drawn) returned KCNQ1 block inactive, hERG rescue -5.2, RGS4 block inactive, KCNK3 inh inactive, MrgX1 allo act inactive, RGS4 act inactive, KCNK9 block inactive, TMEM16A inh inactive, TMEM16A act inactive, KCNQ1 pot inactive and MrgX1 ag inactive.
For COc1cccc(-n2nc(-c3ccnn3-c3ccc(C)cc3)c(=O)n(C)c2=O)c1 the results were KCNQ1 block inactive, hERG rescue -9.0, RGS4 block inactive, KCNK3 inh inactive, MrgX1 allo act inactive, RGS4 act inactive, KCNK9 block inactive, TMEM16A inh inactive, TMEM16A act inactive, KCNQ1 pot inactive and MrgX1 ag inactive.
Screening O=S(=O)(c1cccc(-c2cn3cccnc3n2)c1)N1CCCCCC1 returned KCNQ1 block inactive, hERG rescue -9.0, RGS4 block inactive, KCNK3 inh inactive, MrgX1 allo act inactive, RGS4 act inactive, KCNK9 block inactive, TMEM16A inh inactive, TMEM16A act inactive, KCNQ1 pot inactive and MrgX1 ag inactive.
For COC(=O)c1ccc(CSc2nc3c(cnn3-c3ccc(C)c(C)c3)c(=O)[nH]2)o1 the results were KCNK3 inh inactive, MrgX1 allo act inactive, TMEM16A inh inactive, TMEM16A act inactive and MrgX1 ag inactive.
COC(=O)c1[nH]c2c(c1C)C(=O)CC(c1cccc(OC)c1)C2 (stereo not drawn) was read as KCNQ1 block inactive, hERG rescue -1.3, RGS4 block inactive, KCNK3 inh inactive, MrgX1 allo act inactive, RGS4 act inactive, KCNK9 block inactive, TMEM16A inh inactive, TMEM16A act inactive, KCNQ1 pot inactive and MrgX1 ag inactive.
Screening Cc1ccc(C(=O)NS(=O)(=O)c2ccc(C)cc2)cc1 returned KCNQ1 block inactive, hERG rescue -10.7, RGS4 block inactive, KCNK3 inh inactive, MrgX1 allo act inactive, RGS4 act inactive, KCNK9 block inactive, TMEM16A inh inactive, TMEM16A act inactive, KCNQ1 pot inactive and MrgX1 ag inactive.
Screening COc1ccc(-c2coc3c(CN4CCCCC4)c(O)c(CN4CCCCC4)c(O)c3c2=O)cc1 returned KCNQ1 block inactive, hERG rescue -0.5, RGS4 block inactive, MrgX1 allo act inactive, RGS4 act inactive, KCNK9 block inactive, TMEM16A inh inactive, KCNQ1 pot inactive and MrgX1 ag inactive.
Screening CC(C)[C@H](NC(=O)c1ccccc1)C(=O)OCC(=O)NCCC1=CCCCC1 returned KCNQ1 block inactive, hERG rescue -7.6, RGS4 block inactive, KCNK3 inh inactive, MrgX1 allo act inactive, RGS4 act inactive, KCNK9 block inactive, TMEM16A inh inactive, TMEM16A act inactive, KCNQ1 pot inactive and MrgX1 ag inactive.
COc1ccc(C(=O)NCCNC(=O)c2ccc(C)nc2)cc1 was read as KCNQ1 block inactive, hERG rescue -6.2, RGS4 block inactive, KCNK3 inh inactive, MrgX1 allo act inactive, RGS4 act inactive, KCNK9 block inactive, TMEM16A inh inactive, TMEM16A act inactive, KCNQ1 pot inactive and MrgX1 ag inactive.
Screening CCOC(=O)N1CCC(NC(=O)c2cc(COc3c(C)cccc3C)on2)CC1 returned KCNQ1 block inactive, hERG rescue -10.0, RGS4 block inactive, KCNK3 inh inactive, MrgX1 allo act inactive, RGS4 act inactive, KCNK9 block inactive, TMEM16A inh inactive, TMEM16A act inactive, KCNQ1 pot inactive and MrgX1 ag inactive.
